From PubChem BioAssay
RPL19A TOR yeast = alters RPL19A-GFP fluorescence in TOR pathway yeast screen; percent response vs DMSO, % at 10 µM; S. cerevisiae RPL19A-GFP strain, flow cytometry, 3 h; hits give low values; 330,000 compounds, 0.3% hits;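 active = percent response vs DMSO below 50%; inconclusive = fewer than 70 events counted for the yeast strain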;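 also: median channel GFP fluorescence of the barcoded RPL19A-GFP strain; ratio of sample median GFP to plate DMSO average so 100% = DMSO; lower means less RPL19A-GFP as with rapamycin TOR inhibition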
LAP4-GFP MLPCN = yeast TOR pathway LAP4-GFP modulation; S. cerevisiae LAP4-GFP multiplex, flow cytometry GFP, 3 h; median GFP as percent of DMSO wells; GFP response vs DMSO, % at 10 µM; 320,000 compounds, 0.34% hits; AID 2023;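 active = GFP response vs DMSO above a set limit, about the screen mean plus 3 SD, cut at about 150% in these data; inconclusive = under 70 cell events counted for the yeast strain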
AGP1 TOR yeast = alters AGP1-GFP fluorescence in TOR pathway yeast screen | S. cerevisiae AGP1-GFP multiplex flow cytometry, 3 h; GFP as percent of DMSO wells | GFP response vs DMSO, % at 10 µM | 320,000 compounds, 0.02% hits | AID 2066;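 active = GFP response relative to DMSO above a set limit, near screen average plus 3 SD, cut at about 150% in these data; inconclusive = fewer than 70 cells counted for the yeast strain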;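 also: median GFP channel fluorescence of the gated AGP1 strain per well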
proCasp3 act = procaspase-3 (human) activation; recombinant procaspase-3 D3A, Ac-DEVD-pNA absorbance 405 nm; activation, % at 8.5 µM; 330,000 compounds, 0.11% hits;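 active = activation above the mean of all tested compounds plus 3 SD, cut at about 21% in these data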;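 also: 0% = DMSO alone and 100% = DMSO wells spiked with extra 5 µM PC-3 D3A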
Target sequence (P42574 whole entry D9A/D28A/D175A): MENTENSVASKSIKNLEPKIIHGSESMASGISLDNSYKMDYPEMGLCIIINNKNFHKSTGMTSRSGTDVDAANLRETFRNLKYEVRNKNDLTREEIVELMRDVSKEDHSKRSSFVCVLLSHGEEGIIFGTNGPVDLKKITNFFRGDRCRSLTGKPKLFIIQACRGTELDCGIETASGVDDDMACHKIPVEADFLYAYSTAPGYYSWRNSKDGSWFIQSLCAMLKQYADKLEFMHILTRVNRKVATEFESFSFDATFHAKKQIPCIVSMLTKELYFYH
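Assay system: Autoprocessing-dead procaspase-3 D3A mutant enzyme; also added: Ac-DEVD-pNA; doses: one concentration, 8.5 µM nominal, 0.8% DMSO; times: 1 h compound preincubation, 2 h substrate hydrolysis at 25 °C; technique: 405 nm absorbance of p-nitroaniline, reads at 0 and 120 min; measure: % activation between DMSO and enzyme-spiked controls; repeats: single replicate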
CIT2-GFP yeast = yeast TOR pathway CIT2-GFP modulation; 320,000 compounds, 0.065% hits; GFP response vs DMSO, % at 10 µM; S. cerevisiae CIT2-GFP strain, flow cytometry, 3 h; 100 means same as DMSO wells;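 active = GFP response relative to DMSO above a set limit, near the screen mean plus 3 SD, cut at about 150% in these data; inconclusive = Fewer than 70 cells measured for a yeast strain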;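 also: ratio of well median GFP fluorescence to mean of DMSO wells on the plate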
procasp7 counter = activates human procaspase-7, counter-screen for procaspase-3 activators; recombinant procaspase-7, Ac-DEVD-pNA absorbance 405 nm; D23A/D198A/D206A triple mutant, cannot self-cleave; scale: DMSO 0, 5 µM enzyme 100; activation, % at 8.5 µM; P55210; AID 463210; 330,000 compounds, 0.093% hits;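 active = percent activation above the screen-wide mean plus 3 SD, cut at about 25% in these data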
Target sequence (P55210 whole entry D23A/D198A/D206A): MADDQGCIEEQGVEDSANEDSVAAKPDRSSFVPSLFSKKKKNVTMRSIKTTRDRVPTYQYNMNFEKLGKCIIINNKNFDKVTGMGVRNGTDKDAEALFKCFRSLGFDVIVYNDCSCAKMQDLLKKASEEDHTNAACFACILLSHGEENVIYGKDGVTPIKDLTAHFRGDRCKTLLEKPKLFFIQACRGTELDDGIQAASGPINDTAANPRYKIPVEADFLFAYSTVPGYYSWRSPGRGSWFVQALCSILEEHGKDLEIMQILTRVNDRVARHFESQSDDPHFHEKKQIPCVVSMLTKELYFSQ
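Test system: Procaspase-7 triple mutant (PC-7 D3A). Also added: Ac-DEVD-pNA substrate, 400 µM as added. Schedule: 1 h enzyme–compound preincubation and 2 h substrate reaction, both 25 °C. Signal: p-Nitroaniline absorbance at 405 nm, read at 0 and 120 min. Control set: low DMSO alone, high DMSO plus 5 µM PC-7.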
MEP2 TOR yeast = modulators of TOR pathway MEP2-GFP in S. cerevisiae; S. cerevisiae MEP2-GFP strain, flow cytometry GFP, 3 h; 100% = DMSO control level; GFP response vs DMSO, % at 10 µM; 330,000 compounds, 0.51% hits; AID 2016;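 active = GFP response versus DMSO above a set limit, roughly screen mean plus 3 SD, cut at about 180% in these data; inconclusive = fewer than 70 cells counted for a yeast strain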;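 also: median GFP fluorescence of the barcode-gated MEP2-GFP cells per well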
AHR activator = activators of human aryl hydrocarbon receptor. AHR-responsive luciferase reporter cells, luminescence. activation, % at 5 µM. 320,000 compounds, 2.5% hits; in the data active = activation above about 47%;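 also: 0% = vehicle wells and 100% = reference agonist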
* = called active by the depositor; ? = inconclusive; nt = not tested or not shown; [ ] = another dose, or the depositor's remark. Hits appear at their usual frequency; 3.5% or so of the library scored in one or more.

smiles	LAP4-GFP MLPCN	AHR activator	procasp7 counter	MEP2 TOR yeast	proCasp3 act	CIT2-GFP yeast	AGP1 TOR yeast	RPL19A TOR yeast
O=C(CN1CCOCC1)N1CCCc2ccccc21	86.6	9.7	-1.4	90.5	1.1	93.5	96.4	99.0
COc1ccc2ccn(C)c2c1	100.2	5.2	0.7	97.8	-1.1	96.8	101.0	97.9
Nc1nnn(CC(=O)N/N=C/c2cn[nH]c2-c2ccccc2)n1	92.0	15.9	-0.3	91.3	-3.1	96.9	101.8	95.2
O=C1c2ccccc2C(=O)N1c1cccc2ccccc12	89.8	0.6	-0.9	107.1	0.3	105.7	101.9	102.6
Cc1oc(-c2cccc(Cl)c2)nc1CN1CCC(C(=O)NCc2cccnc2)CC1	80.4	0.6	2.6	88.4	0.7	85.6	102.2	95.2
O=C(COC(=O)Cc1n[nH]c(=O)c2ccccc12)Nc1ccc(Cl)cc1F	101.8	0.4	2.5	109.2	10.6	89.7	97.3	93.6
O=[N+]([O-])c1cc(C=Nc2cccc3c(O)cccc23)ccc1Cl	96.4	24.5	0.1	100.7	-3.9	106.6	110.4	104.7
Nc1nnc(SCC(=O)OCc2ccc(Cl)c(Cl)c2)s1	92.5	0.4	-7.2	95.3	4.3	105.6	97.6	98.5
Cc1ccc(C(=O)NNC(=O)C2CC2)cc1Br	101.5	-11.2	0.6	99.1	12.5	97.6	98.7	96.7
COc1cccc(C(=O)Nc2cccc(C(=O)NC3=NN(c4c(Cl)cc(Cl)cc4Cl)C(=O)C3)c2)c1	97.5	7.3	-7.7	105.7	4.0	98.5	96.8	100.0
CC(=O)c1cnn(-c2nc3c(C)cccc3s2)c1C	105.0	12.3	7.3	107.6	0.4	110.4	103.8	107.4
Cc1nc2oc3c(=O)[nH]cnc3c2c2c1COC(C)(C)C2	102.9	0.8	5.1	97.5	-6.6	88.0	96.5	92.9
COc1cc(NC(=O)c2ccccc2Cl)c2ncccc2c1	89.8	19.8	-6.6	98.3	3.1	88.5	91.6	98.2
CCCCn1c(=S)[nH]c2ccc(N3CCOCC3)cc2c1=O	101.2	31.8	-2.6	100.8	-8.3	104.3	110.8	91.3
C=CCN1C(=O)[C@@H]2Cc3c([nH]c4ccccc34)C(c3ccc(O)cc3)N2C1=S (stereo partly drawn)	114.4	19.5	-9.5	99.8	-6.3	118.0	108.2	96.4
CN(CC(=O)NCc1ccccc1Cl)S(=O)(=O)c1cccs1	87.0	-0.8	2.5	142.1	3.7	96.9	17.1	73.2
O=C(CN1C(=O)NC2(CCCCCC2)C1=O)NCc1ccccc1	102.8	-1.1	7.4	89.8	-3.0	90.1	105.0	99.7
CCc1ccc(N=CC23c4ccccc4C(c4ccccc42)C2C(=O)N(c4ccc(OC)cc4)C(=O)C23)cc1 (stereo not drawn)	98.6	18.1	4.9	103.6	2.3	97.3	104.4	102.6
COCCCn1c(C)nc2c(c1=O)c1nc3ccccc3nc1n2CCc1ccccc1	103.3	-3.8	-1.8	99.7	0.3	102.2	104.5	102.6
COc1ccc(Br)cc1C1CC(=O)N2CN(C)CSC2=C1C#N (stereo not drawn)	100.1	0.5	-31.2	97.8	-28.2	100.6	99.0	98.1
Cc1ccc(O)c(NC(=S)NC(=O)Cc2ccc(Cl)cc2)c1	93.5	31.3	-5.3	114.6	2.4	99.8	105.9	104.9
Cc1csc(NC(=O)c2ccc3nc[nH]c3c2)n1	103.4	33.3	5.2	104.0	3.8	91.6	94.2	99.5
O=C(N/N=C/c1ccc2c(c1)OCO2)c1cc(-c2ccccc2)nc2ccccc12	94.2	51.2*	-4.9	107.6	8.2	106.8	94.2	100.1
Cc1ccccc1NC(=O)CSC(=O)c1ccccc1	107.7	1.2	-16.4	99.7	-9.1	101.9	102.3	107.8
FC(F)(F)c1cccc(Cc2noc(CN(Cc3ccccn3)CC3CCCO3)n2)c1 (stereo not drawn)	90.6	3.6	8.4	92.3	9.6	73.7	100.0	96.5
COc1cccc(-c2nnc(NC(=O)c3cccs3)s2)c1	100.5	64.3*	-3.5	103.1	-1.7	112.2	105.9	106.6
CC(NC(=O)COC(=O)CNC(=O)C1CCCCC1)c1ccccc1 (stereo not drawn)	97.1	0.3	-4.0	96.3	6.9	94.6	96.5	97.4
O=C(CSc1nnc(CNC(=O)c2ccccc2)o1)Nc1ccc2c(c1)OCCO2	109.6	5.7	2.6	100.5	-4.4	97.2	104.6	101.5
Cc1cccn2cc(CCNS(=O)(=O)c3cccs3)nc12	102.1	3.1	-0.4	94.6	9.6	87.6	96.5	95.3
COc1ccc(S(=O)(=O)N2CCOCC2)cc1NC(=O)CSc1nnc(C2CC2)n1C	103.3	-0.9	-6.8	104.6	-4.2	99.3	105.8	103.4
Cc1nc2ncnn2c(N2CCCC(C(=O)Nc3ccccc3Br)C2)c1C (stereo not drawn)	95.1	-0.1	8.6	99.6	3.5	91.8	93.7	93.7
C=CCc1ccccc1OCC(=O)O	98.7	2.2	4.6	104.3	-1.8	110.1	104.6	111.8
CCOC(=O)COn1c(=O)c[n+]([O-])c2ccccc21	102.7	12.1	-2.1	101.8	0.2	99.6	100.2	98.8
Cc1ccccc1NC(=O)COc1cccc2c1CCNC2=O	112.0	17.5	7.7	100.4	-10.9	95.6	110.2	101.4
O=C(CCNS(=O)(=O)c1ccccc1)Nc1ccccc1	84.0	-0.3	4.8	104.0	5.2	118.2	110.6	109.6
CCSc1nc(-c2ccccc2)nc2c1CCCC2	92.1	6.8	6.2	97.8	-4.3	103.2	99.8	97.7
CCOc1ccc(CNC(=O)CCCN2C(=O)C(c3ccccc3)Oc3cccnc32)cc1 (stereo not drawn)	96.0	2.0	13.8	101.7	2.5	102.8	105.7	103.7
Cc1nc(NC(=O)c2c(-c3ccccc3)noc2C)sc1C(=O)N(C)C	73.9[may fluoresce violet]	nt	nt	107.6[may fluoresce violet]	nt	?	19.6[may fluoresce violet]	117.5[may fluoresce violet]
COn1c(-c2ccccc2)nc2c1CCc1c-2no[n+]1[O-]	104.0	3.1	8.1	96.5	2.7	98.0	99.3	96.8
CSc1nnc(CCNC(=O)OC(C)(C)C)o1	112.3	-0.4	-7.1	95.1	-1.1	101.9	109.8	101.6
CCOc1ccc(NC(=O)Nc2ccc3nccnc3c2)cc1	99.6	-6.8	-8.5	100.3	0.7	118.0	101.3	99.9
COC(=O)c1nnn(CC(=O)Nc2cccc(Cl)c2C)c1C(=O)OC	99.6	-0.7	1.1	90.2	10.0	86.3	94.5	94.3
COC(=O)C(CC(C)C)NC(=O)c1cccs1 (stereo not drawn)	?	2.7	3.4	?	5.0	92.5	100.5	86.2
O=C(CCN1C(=O)C2C3CCC(C3)C2C1=O)Nc1ccc([N+](=O)[O-])cc1 (stereo not drawn)	98.8	-0.2	-18.4	95.2	2.0	95.3	97.3	103.9
CC(=O)Nc1ccc(S(=O)(=O)N2CCC(N3CCCC3)CC2)cc1	103.3	-0.3	4.2	106.3	-5.0	108.8	103.4	103.8
COc1ccc(NC(C)C(=O)Nc2ccc(C(C)(C)C)cc2)cc1Cl (stereo not drawn)	94.2	8.2	6.6	96.4	3.1	95.0	96.4	96.1
COc1ccc(NC(=O)OC(C)C)cc1	102.3	6.0	1.4	98.8	-8.9	91.6	100.0	98.7
CCCCn1nnnc1NCc1cc(Cl)c(OC)c(OC)c1	97.7	5.3	0.1	97.8	6.8	103.4	103.0	102.6
Cc1noc(C)c1COc1ccc(C(=O)OC(C)C(=O)Nc2ccc(S(=O)(=O)N3CCOCC3)cc2)cc1 (stereo not drawn)	85.1	1.0	7.6	95.4	3.0	97.1	90.1	100.8
Cc1ccc(OCCCC(=O)N2CCN(S(=O)(=O)c3cccc(F)c3)CC2)cc1	102.6	-0.4	-2.8	105.0	-2.7	106.4	111.3	102.1
COc1ccc(-c2c[n+]3c(n2-c2ccccc2)SCC3)cc1OC	101.5	9.2	6.1	102.0	-2.9	92.3	95.7	94.6
O=C(O)c1cc2c(cc1Br)OCCCO2	83.5	-0.7	-0.7	94.6	-1.8	100.3	94.2	101.1
COc1ccccc1NC(=S)NNC(=O)c1ccncc1	85.8[may fluoresce violet]	6.3	-9.8	191.1*[may fluoresce violet]	2.2	?	18.3[may fluoresce violet]	51.4[may fluoresce violet]
CCOC(=O)C1CCC(CN(Cc2ccccc2)S(=O)(=O)c2ccc([N+](=O)[O-])cc2)CC1 (stereo not drawn)	98.7	4.0	-1.8	98.9	-5.5	108.1	108.2	104.4
N#CCC(=O)N/N=C/c1cn(Cc2ccc3ccccc3c2)c2ccccc12	105.1	-9.3	10.2	97.9	-9.3	96.3	103.2	97.0
CCc1cc(C(=O)c2ccc(OC)cc2)c(N)s1	116.5	0.9	3.1	94.1	3.9	89.0	91.5	95.1
O=C(NC(=S)NNS(=O)(=O)c1ccc(Cl)cc1)c1cccnc1	99.5	1.6	-11.0	95.9	-58.1	98.5	96.3	93.3
COc1cccc(C2C=C(c3cccs3)Nc3ncnn32)c1OC (stereo not drawn)	105.6	4.5	-2.7	107.5	-5.1	101.2	98.5	100.5
COC(=O)CNC(=O)c1ccccc1	90.4	0.0	-3.9	84.9	-0.6	90.2	85.8	91.8
CCN1CCN(C(=O)CSc2nc3c(c(=O)n(C)c(=O)n3C)n2C)CC1	99.5	-0.3	-7.3	107.6	5.0	106.9	110.6	101.6

(continued)
smiles	LAP4-GFP MLPCN	AHR activator	procasp7 counter	MEP2 TOR yeast	proCasp3 act	CIT2-GFP yeast	AGP1 TOR yeast	RPL19A TOR yeast
COc1ccc(Cc2c3cc(OC)c(OC)cc3cc[n+]2C)cc1OC	99.7	-1.0	1.4	103.9	-2.4	100.7	95.4	96.3
Cc1cc(NC(=O)CCC(=O)N(CC(=O)NCC2CCCO2)c2ccc(Cl)c(Cl)c2)no1 (stereo not drawn)	106.4	1.5	5.8	123.5	-3.7	116.2	103.1	106.7
O=C(NCCN1CCOCC1)Nc1ccc(Cl)cc1	101.0	3.1	-1.7	88.9	-3.0	91.0	95.2	92.4
Cc1cnc(C(=O)NC2CC(C)(C)Cc3c2cnn3-c2ccccc2)cn1 (stereo not drawn)	88.6	-3.0	0.8	89.4	-5.7	91.0	92.7	92.5
CC(C)Nc1nc(Cl)nc(N(C#N)CN2C(=O)c3ccccc3C2=O)n1	102.4	41.2	-3.5	101.8	-0.4	101.3	100.4	100.3
CC(=O)Nc1ccc(Oc2nc(C(F)(F)F)nc3ccccc23)cc1	94.9	3.6	-6.4	104.9	10.4	104.2	100.8	103.8
Cc1cccc(N(CC(=O)NC2CCCCC2)C(=O)c2csnn2)c1	100.9	1.9	-1.9	106.2	-2.7	98.3	102.5	99.6
